# HTR5A ag ctr = counter-screen for OPRM1-OPRD1 agonists: human HTR5A agonism; P47898; HTR5A agonist assay, luminescence, cell-based; activation, % at 9.3 µM; 340,000 tested, 0.61% active; AID 504692; in the data active = activation mostly above about 9.5%, no sharp cut-off; inactive = mostly below about 7.6%;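 note: 0% = cells with vehicle only and 100% = reference agonist; strong numbers were not always called active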
# Target sequence (P47898 whole entry, looked up): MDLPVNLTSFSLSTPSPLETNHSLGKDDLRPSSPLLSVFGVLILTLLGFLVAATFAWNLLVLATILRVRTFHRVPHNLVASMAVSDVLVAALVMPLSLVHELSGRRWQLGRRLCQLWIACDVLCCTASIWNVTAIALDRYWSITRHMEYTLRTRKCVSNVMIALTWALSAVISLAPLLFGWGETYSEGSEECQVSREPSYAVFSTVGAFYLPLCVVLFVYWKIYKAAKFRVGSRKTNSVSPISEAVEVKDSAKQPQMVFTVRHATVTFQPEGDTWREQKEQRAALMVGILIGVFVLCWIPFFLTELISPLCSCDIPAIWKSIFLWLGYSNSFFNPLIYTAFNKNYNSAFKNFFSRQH
# CDK5 inh = inhibitors of human CDK5/p35 kinase. Recombinant CDK5/p35, ADP-Glo luminescence, 60 min. inhibition, % at 10 µM. 330,000 tested, 0.01% active. Q00535+Q15078;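 active = highest replicate inhibition of at least 50% and at least 75% of replicates reaching 50%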;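 note: plate controls were DMSO neutral control for no effect and GW8510 at 10 µM for full effect; many of its hits are not listed in these tables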
# Target sequence (Q00535 whole entry, looked up): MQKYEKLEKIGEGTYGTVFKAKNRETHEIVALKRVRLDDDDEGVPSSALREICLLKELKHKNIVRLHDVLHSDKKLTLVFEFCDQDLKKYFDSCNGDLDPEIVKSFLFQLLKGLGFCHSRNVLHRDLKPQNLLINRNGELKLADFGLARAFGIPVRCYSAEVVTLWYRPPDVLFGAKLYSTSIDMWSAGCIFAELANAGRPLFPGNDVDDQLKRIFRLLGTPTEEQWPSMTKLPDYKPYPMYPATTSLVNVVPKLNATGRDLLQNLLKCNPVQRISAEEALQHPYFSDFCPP
# Target sequence (Q15078 whole entry, looked up): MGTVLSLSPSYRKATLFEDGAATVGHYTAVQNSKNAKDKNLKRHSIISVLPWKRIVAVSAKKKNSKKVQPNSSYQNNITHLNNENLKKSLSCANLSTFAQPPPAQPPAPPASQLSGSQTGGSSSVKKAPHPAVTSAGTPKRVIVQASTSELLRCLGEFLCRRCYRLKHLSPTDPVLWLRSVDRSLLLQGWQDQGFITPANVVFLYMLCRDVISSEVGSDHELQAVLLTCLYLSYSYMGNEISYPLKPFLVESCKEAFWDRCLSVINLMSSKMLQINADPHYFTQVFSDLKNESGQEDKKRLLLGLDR
# DAGLB inhibitor = blocks human DAGLB lipase activity | Q8NCG7 | HEK293T DAGLB membrane lysate, EnzChek fluorogenic substrate | inhibition, % at 5.17 µM | 340,000 tested, 0.059% active; in the data active = inhibition above about 34%;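 note: 0% = enzyme with vehicle and 100% = wells lacking enzyme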
# HTR5A inv ctr = HTR5A inverse agonism, opioid heterodimer counter-screen; inhibition, % at 9.3 µM; HTR5A cell line, luminescence; AID 504634; 340,000 tested, 0.083% active; in the data active = inhibition mostly above about 23%, no sharp cut-off; inactive = mostly below about 18%;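 note: 0% = cells with DMSO and 100% = no-cell wells with DMSO; some compounds called inactive have numbers as strong as hits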
# AddAB inh = less growth of phage-infected E. coli with AddAB; E. coli expressing H. pylori AddAB, absorbance growth; inhibition, % at 11.9 µM; 330,000 tested, 0.29% active; in the data active = inhibition above about 12%;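 note: 0% = vehicle wells of infected cells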
# E coli growth = bacterial growth inhibition, counter-screen for AddAB inhibitors. 330,000 tested, 0.27% active. inhibition, % at 11.9 µM. AID 449728. E. coli V3065 growth, OD600 absorbance, 18 h;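 active = inhibition above the campaign's mean inhibition across all tested compounds plus 3 SD, cut at about 9.9% in these data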;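 note: uninfected addAB+ strain grown without phage in ampicillin broth; 0% = DMSO wells and 100% = ciprofloxacin 0.95 µg/ml wells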
# Tat transport = blocks Tat-dependent protein export in E. coli. 340,000 tested, 0.036% active. E. coli MC4100 TorA-mCherry Tat export, fluorescence. inhibition, % at 10 µM;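 active = mean replicate inhibition at least 50% and at least half of replicates individually reaching 50%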;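 note: exported cargo escapes ClpAP degradation while cytoplasmic cargo is degraded and loses fluorescence; 0% = median of neutral control wells and 100% = median of NaSCN control wells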
# phage Ecoli inh = E. coli growth loss with phage present | growth absorbance | inhibition, % at 11.9 µM | 360,000 tested, 0.26% active; in the data active = inhibition above about 11%
# PKA-R1A activ = activators of PKA-R1A complex; P00514+P68181; PKA-R1A dissociation, Cy5-IP20 fluorescence polarization; scaled: DMSO 0%, 113 µM cGMP 100%; activation, % at 11.4 µM; 340,000 tested, 0.083% active; AID 504707;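 active = percent activation above the mean of all tested compounds plus 3 SD, cut at about 19% in these data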;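 note: higher means more PKAc released from R1A so a rise in polarization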
# PKA-R2B activ = activates the human PKA-R2B holoenzyme complex | PKA-R2B holoenzyme dissociation, Cy5-IP20 fluorescence polarization; R2B truncated from residue 108, S112A mutant; 0% DMSO only, 100% 113 µM cGMP | activation, % at 11.4 µM | 340,000 tested, 0.079% active;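 active = activation above a cutoff set at the mean over all compounds plus 3 SD, cut at about 18% in these data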;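 note: higher means more holoenzyme dissociation and a rise in polarization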
# Mot1-301 SUMO = inhibitors of SUMOylation pathway: yeast Mot1-301 growth rescue; 320,000 tested, 1% active; S. cerevisiae Mot1-301 growth rescue, ATP luminescence, 38.5C; percent above DMSO median, 100 means doubled; growth rescue, % at 18.8 µM;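 active = every valid replicate shows activation above 250% relative to neutral control wells; inactive = the rest, any valid replicate at or below 250%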;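 note: OY570 slx delta 5 strain wells were the positive control but not used for scaling; some compounds called inactive have numbers as strong as hits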
# * = called active by the depositor; . = not tested or not shown.
Structure,CDK5 inh,HTR5A ag ctr,PKA-R1A activ,Tat transport,Mot1-301 SUMO,PKA-R2B activ,HTR5A inv ctr,DAGLB inhibitor,E coli growth,phage Ecoli inh,AddAB inh
NC(N)=NC(N)=Nc1cccc2ccccc12,3.6,-5.1,5.1,-5.1,7.2,3.3,13.2,1.0,-1.8,2.1,-2.4
CNC(=S)N1C2CCCC1CC(NC(=O)c1ccc(C)cc1)C2 (stereo unspecified),1.4,1.4,-4.7,-13.4,.,-0.2,12.8,-0.8,.,2.1,.
CCC(=O)N(CCC(c1ccccc1)c1ccco1)Cc1cccs1 (stereo unspecified),-2.7,-0.2,-0.5,2.3,2.8,-19.0,11.6,-1.4,-3.6,1.1,-1.7
O=c1[nH]c(=O)c2nc(-c3ccc(Cl)cc3)cnc2[nH]1,0.2,-1.2,-5.7,-1.3,332.4,0.0,-17.1,-1.1,-1.2,1.0,-0.2
O=C(N/N=C/c1cccc(O)c1)c1cc2c(ccc3ccccc32)o1,1.5,1.5,-3.3,7.0,59.4,4.5,-3.9,-3.4,.,-0.1,.
NC(=O)c1ccsc1NC(=O)CSc1nnc(Nc2ccccc2)s1,-1.1,-0.9,1.1,-5.1,-5.3,-4.5,2.2,2.2,2.0,6.5,1.9
CCc1ccc(/C=C2/SC(=S)N(CCCC(=O)Nc3ccccc3C(=O)O)C2=O)cc1,0.9,-0.4,2.7,14.9,-6.6,14.1,-3.4,6.7,1.2,2.0,1.4
CCOC(=O)c1nn(-c2ccccc2)c(=O)cc1SC(C)CC (stereo unspecified),-1.6,0.1,-3.1,-1.5,0.8,-4.3,-19.2,-3.0,-0.1,0.7,0.8
Cc1oc(C)c(C(=O)NCCCC(=O)O)c1C(=O)NCCCC(=O)O,-0.6,0.1,-3.6,-4.7,-11.4,-3.6,22.0,-1.8,-0.9,1.0,3.4
CCN(Cc1ccccc1)S(=O)(=O)c1cc(C(=O)c2c(N)n(C)c(=O)n(C)c2=O)ccc1OC,-1.5,-5.5,-6.5,-9.8,11.5,-9.4,3.8,-1.8,0.3,0.0,3.4
COc1ccc(CC(=O)OCc2cc3cccc(C)c3[nH]c2=O)cc1,0.0,4.6,-11.6,-12.8,-5.2,4.6,-5.2,-6.9,-1.8,.,0.9
Cc1ccc(-n2nnnc2SCCNS(=O)(=O)c2ccccc2)cc1C,1.3,1.8,-12.6,11.4,-8.8,0.3,6.5,-2.5,2.7,0.9,-0.2
Cc1cc(OCC(=O)N[C@@H](Cc2ccccc2)c2nc3ccccc3[nH]2)ccc1Cl,-2.5,-0.4,-14.6,5.0,1.2,-6.7,-16.5,1.0,3.0,2.2,1.9
Nc1nnc(CC(=O)N/N=C/c2ccc(-c3ccc(Cl)cc3Cl)o2)s1,0.5,8.6,-14.8,-4.1,17.2,1.4,-9.0,5.8,-0.1,-2.1,0.5
COc1ccccc1CCNC(=O)c1csc2c1CCCC2,0.6,-1.1,-0.5,20.7,40.9,-8.5,2.7,-7.4,-0.3,4.0,-0.9
CCCCCc1cc(=O)oc2c(C(CCN3CCCC(C)C3)c3ccc(N(C)C)cc3)c(OC)cc(OC)c12 (stereo unspecified),1.6,-0.2,-3.3,11.7,15.3,-1.6,12.5,4.8,-1.0,.,3.2
CC(=O)Nc1ccc(SCCN2CC[C@@H](O)CCC2=O)cc1,-1.2,1.8,-2.8,25.4,-7.2,-14.3,-4.7,-0.9,0.2,2.6,0.6
CC(C)OCCCNC(=O)c1cc(-c2cccnc2)nc2ccccc12,0.5,-1.2,4.2,-12.4,-7.2,-4.1,4.5,0.5,-3.3,0.4,-0.2
CCCCn1c(N)c(N(CC(C)C)C(=O)CSCC(=O)Nc2cccc(C)c2)c(=O)[nH]c1=O,0.7,3.2,0.2,10.3,366.3*,4.9,-8.4,4.1,-0.2,3.7,2.2
CC(C)(C)C(=O)NCc1ccc(C(=O)CSc2nnc(C3CC3)n2C2CC2)s1,1.9,-2.7,19.7*,4.7,12.0,0.4,6.7,1.3,0.7,2.8,2.0
OCn1ncn(-c2ccccc2)c1=S,0.5,0.9,-5.3,4.1,13.7,0.2,3.8,1.0,-0.4,2.8,4.2
CC(=O)N1C(C(=O)O)Cc2c([nH]c3ccccc23)C1C (stereo unspecified),-0.7,-2.4,-12.7,6.5,.,-2.6,8.8,-1.4,.,0.3,.
COc1ccc(/C=C2/C(=O)ON=C2C)cc1Br,1.7,-1.5,-2.0,-9.3,-32.4,-3.9,6.0,0.0,-0.9,0.2,0.1
Cc1cccc(C(=O)NNC(=O)CCCCC(=O)NNC(=O)c2cccc(C)c2)c1,0.2,6.5,3.6,-4.6,66.1,-9.5,-25.1,-2.3,1.3,1.2,0.4
COc1cc(N)c(Cl)cc1C(=O)OCC(=O)N1CCCC1,0.9,1.4,-3.2,-0.2,-7.7,5.7,-3.5,-0.6,0.8,-1.0,1.4

# 2 compounds picked at random from the list so far, as already listed:
Structure,CDK5 inh,HTR5A ag ctr,PKA-R1A activ,Tat transport,Mot1-301 SUMO,PKA-R2B activ,HTR5A inv ctr,DAGLB inhibitor,E coli growth,phage Ecoli inh,AddAB inh
NC(=O)c1ccsc1NC(=O)CSc1nnc(Nc2ccccc2)s1,-1.1,-0.9,1.1,-5.1,-5.3,-4.5,2.2,2.2,2.0,6.5,1.9
NC(N)=NC(N)=Nc1cccc2ccccc12,3.6,-5.1,5.1,-5.1,7.2,3.3,13.2,1.0,-1.8,2.1,-2.4

# Other entries.
Structure,CDK5 inh,HTR5A ag ctr,PKA-R1A activ,Tat transport,Mot1-301 SUMO,PKA-R2B activ,HTR5A inv ctr,DAGLB inhibitor,E coli growth,phage Ecoli inh,AddAB inh
CC(=O)Nc1cccc(C(=O)/C=C/c2cccs2)c1,1.7,-3.6,-4.6,2.3,-6.8,7.1,8.8,0.0,-0.3,3.9,2.6
Cc1cccc(C)c1NC(=O)C/C(N)=N/O,1.0,-2.6,-0.9,0.6,.,0.2,6.8,0.2,-0.8,3.0,2.6
CC(C)OP(=O)(OC(C)C)/C(C=O)=N\Nc1ccc([N+](=O)[O-])cc1,0.0,2.9,-9.0,1.6,4.7,0.1,-22.8,8.3,-1.2,0.6,0.9
CC(=O)N1CCN(C(=O)c2ccc(-n3c(C)ccc3C)cc2)CC1,-0.1,-0.6,-2.7,-2.2,1.0,-0.2,16.2,-2.5,-3.5,1.5,-1.1
CCCCC1CCC(C(=O)OC(C)C(=O)Nc2ccc(NC(C)=O)cc2)CC1 (stereo unspecified),-0.5,1.8,-1.4,13.2,2.2,2.2,13.8,-2.0,-1.4,2.0,-0.4
COc1ccc(O)c(C(=O)c2cnn(-c3ccc(Cl)cc3)c2)c1,-2.0,3.5,-8.3,7.9,11.8,-3.0,-19.8,-6.7,2.5,0.2,1.2
Cc1nc(CN2CCCCC2)c(O)c(=O)[nH]1,-0.6,1.2,1.4,-10.0,.,0.9,-4.7,-1.6,.,2.5,.
CC(=O)c1cn(CCOc2ccc(F)cc2)c2ccccc12,-1.7,-0.4,-2.4,0.6,-14.2,-1.4,1.1,-3.1,0.7,0.1,3.2
O=C(CN1C(=O)C2CC=CCC2C1=O)Nc1nnc(SCc2c(Cl)cccc2Cl)s1 (stereo unspecified),-2.7,1.4,-9.1,-0.5,-4.7,-10.2,-5.1,1.2,-1.4,2.5,-1.4
CCc1nc(-c2cc3ccc(C)cc3[nH]c2=O)no1,-0.3,-0.7,11.5,-2.9,10.1,-4.9,14.9,1.4,1.8,3.4,0.8
COc1ccc(COC(=O)C2=C(C)NC(=O)NC2c2cccc(OC)c2OC)cc1 (stereo unspecified),-0.7,-5.3,-7.8,1.7,-5.9,-9.2,-15.0,-0.4,-0.2,3.0,3.1
CC(=O)N1CCc2cc(S(=O)(=O)NC(CC(C)C)C(=O)Nc3ccc4c(c3)OCCO4)ccc21 (stereo unspecified),0.0,1.0,-6.2,-7.6,-3.0,-16.5,-20.1,2.9,-2.1,1.5,2.6
CCOC(=O)N1CCN(C2CCCN(C(=O)c3ccccc3N(C)C)C2)CC1 (stereo unspecified),-0.6,6.4,1.8,2.3,3.9,-14.2,-10.3,-2.8,-0.3,0.7,-1.3
O=C(COn1nnc2ccc(S(=O)(=O)N3CCOCC3)cc21)Nc1c(F)c(F)c(F)c(F)c1F,-1.4,-5.9,-7.1,-8.1,-8.4,-6.8,16.4,-1.1,0.5,4.4,0.2
O=C(CCOc1ccccc1)NCc1ccccc1,1.8,8.0,-11.2,-2.3,-18.1,-0.3,-21.4,-0.7,-1.1,3.3,-0.1
CC(OC(=O)Cc1n[nH]c(=O)c2ccccc12)C(=O)Nc1ccc(Cl)cn1 (stereo unspecified),0.0,-0.2,-14.8,5.1,5.1,-3.9,0.5,0.0,-0.2,3.7,1.5
CC(C)CN1C(=O)NC(NS(=O)(=O)c2ccc(N)cc2)(C(F)(F)F)C1=O (stereo unspecified),-0.7,-2.2,-0.5,-8.5,-2.1,6.0,8.2,-0.5,0.7,0.1,4.2
O=C(Nc1ccc(F)cc1F)C1CCCN1S(=O)(=O)c1cccc2nsnc12 (stereo unspecified),-0.3,1.0,-2.1,1.7,.,-1.8,1.4,-0.2,-2.4,0.6,2.1
CCc1nnc(NC(=O)c2ccc(S(=O)(=O)N3CCCc4ccccc43)cc2)o1,-5.3,2.5,3.2,-2.8,-9.3,-4.5,-6.7,0.3,-3.7,-2.4,-4.1
Cc1cc(NC(=O)c2ccc(C)s2)n(-c2nc3ccccc3[nH]2)n1,-0.7,-4.9,-11.9,-8.5,-19.0,-4.9,4.0,-2.6,-3.0,4.5,-1.7
COc1ccc2c(c1)c(=O)cc(C)n2CC(=O)NCc1ccco1,0.5,-1.9,-7.5,-2.2,7.6,4.1,-29.9,-1.5,-1.0,3.0,-0.6
O=C(Nc1ccnn1C1CCN(Cc2ccc(C#CCCO)cc2)CC1)c1cccc(F)c1,0.7,-0.6,2.2,-5.0,-1.3,6.9,-4.8,2.3,-0.4,2.5,0.9
Cc1ccc(NC(=O)C(=O)NCCN2CCN(S(C)(=O)=O)CC2)cc1,1.2,1.4,-5.8,-0.7,-17.4,-4.3,-3.8,1.2,-1.3,2.6,2.3
O=C(NCCc1cccs1)C1CC(c2cccc([N+](=O)[O-])c2)=NO1 (stereo unspecified),-0.6,5.3,0.5,-13.3,-17.6,-1.1,-15.7,-1.3,1.1,1.0,4.4
NC(=O)C1=C[C@@H](c2ccc(C(F)(F)F)cc2)C[C@@H](OCCCCO)O1,-0.3,-6.0,-7.5,-0.1,10.6,-4.8,15.3,-0.7,0.9,0.9,-0.3
CC(C)Cc1ccc(C#N)c(SCC(N)=O)n1,1.2,7.2,7.7,5.0,-7.1,-9.2,6.2,-4.3,-0.9,0.8,1.1
COc1ccc(C2c3ccc(O)cc3Oc3ncn(Cc4ccco4)c(=N)c32)cc1 (stereo unspecified),0.5,1.4,-4.2,-4.0,-30.9,-12.7,15.8,0.6,0.8,1.8,1.8
COc1cc(NC(C)CCc2ccccc2)cc(OC)c1OC (stereo unspecified),1.1,4.2,5.0,-1.3,-4.3,2.5,-11.7,-1.4,-1.0,1.0,1.3
CCOC(=O)N1CCN(CCC(=O)Nc2cccc(Cl)c2C)CC1,-1.4,-1.9,-1.2,3.3,0.9,2.3,7.2,0.3,0.0,0.0,1.0

# Screens deposited in PubChem by several laboratories.

# No enrichment for hits. Share with any hit: about 2.3%.
